# AID772 = HT29 colon tumor cell growth inhibition, primary screen, imaging, high content imaging, 72 h, CellTiter-Glo (AID 772); HT29 cell growth, HCS imaging cell count, 72 h; active compounds read high; growth inhibition, % at 10 µM; actives 0.6% (n = 3,300);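 active means growth inhibition above 90%, meaning viable cell count cut by more than 90% versus vehicle controls; inactive means growth inhibition below 90%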
# A549 NSCLC growth = A549 NSCLC cell proliferation inhibitors – ATP luminescence, human non-small cell lung line, primary screen (AID 371) | A549 growth inhibition, ATP luminescence; active compounds read high | growth inhibition, % at 10 µM | actives 8.4% (n = 3,300);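 active means mean growth inhibition over the two runs of 50% or more; inactive means mean growth inhibition under 50%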;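 further: compound exposure lasted 72 h before the ATP read; 0% = untreated cell signal and 100% = no luminescence left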
# HT29 cell growth-1 = HT29 colon tumor cell growth inhibition, primary screen, imaging, high content imaging, 24 h, CellTiter-Glo (AID 770) | 3,300 tested, under 10 active | HT29 cell number by imaging, 24 h; active compounds read high | growth inhibition, % at 10 µM;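 active means growth inhibition above 90% in viable cell count at a single dose; inactive means growth inhibition below 90%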
# HT29 cell growth-2 = HT29 colon tumor cell growth inhibition, primary screen, imaging, high content imaging, 48 h, CellTiter-Glo (AID 771); HT29 cell growth, HCS imaging cell count, 48 h; active compounds read high; growth inhibition, % at 10 µM; actives 2% (n = 3,300);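 active means growth inhibition above 90%, meaning viable cell count by imaging cut by more than 90% versus vehicle controls; inactive means growth inhibition below 90%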;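 further: percent fewer viable cells counted by imaging than vehicle controls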
# AID364 = cytotoxicity toward Jurkat T cells, primary screen, cell-based, Jurkat E6.1, NIH starter set (AID 364); actives 2% (n = 3,300); Jurkat E6.1 viability, ATP luminescence, 48 h; higher % means a stronger effect; inhibition, % at 4 µM; hits with a dose series show CC50 in µM;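 active means concentration giving half-maximal inhibition at or below 20 micromolar; inactive means half-maximal concentration above 20 micromolar, or not dose tested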;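 further: 100% = cells treated with 4 µM doxorubicin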
# HT29 cell growth-1 condensed nuclei = recorded beside HT29 cell growth-1, whose call it bears; condensed nuclei, %; measured here: percent cells with condensed nuclei;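 share of cells whose nuclear area falls below control median minus 1.5 SD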
# HT29 cell growth-1 ATP viability = further read-out of HT29 cell growth-1, marked with its call; growth inhibition, %; measured here: ATP CellTiter-Glo viability
# HT29 cell growth-2 condensed nuclei = recorded beside HT29 cell growth-2, whose call it bears; condensed nuclei, %; measured here: percent cells with condensed nuclei;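 condensed means Hoechst nuclear area under control median minus 1.5 SD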
# HT29 cell growth-2 ATP viability = also measured in HT29 cell growth-2; calls as there; growth inhibition, %; measured here: ATP CellTiter-Glo viability inhibition
# AID772 condensed nuclei = also measured in AID772; calls as there; condensed nuclei, %; measured here: percent cells with condensed nuclei;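 condensed means nuclear area below control median minus 1.5 SD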
# AID772 second = further read-out of AID772, marked with its call; growth inhibition, %; measured here: ATP CellTiter-Glo viability
# * marks the source's active call; other numbers are inactive results; x = not tested or not shown; & = joins results of further samples.
SMILES,AID772,AID772 condensed nuclei,AID772 second,A549 NSCLC growth,HT29 cell growth-1,HT29 cell growth-1 condensed nuclei,HT29 cell growth-1 ATP viability,HT29 cell growth-2,HT29 cell growth-2 condensed nuclei,HT29 cell growth-2 ATP viability,AID364
C(=N\n1cnnc1)/c1ccccn1,14.1,3.2,-21.5,-7.3,12.1,2.4,7.1,8.0,2.5,1.6,-0.2%
CSc1nncc(=O)[nH]1,42.8,3.1,8.2,-0.3,-17.8,1.8,10.8,-17.7,2.9,3.2,1.5%
c1ccc2c(c1)CCCC2C1=NCCN1 (stereo unspecified),-23.4,0.5,-31.4,4.8,-19.9,2.1,-20.6,-28.8,2.4,x,0.6%
CCc1cc2c(=O)c(-c3cscn3)coc2c(CN(C)C)c1O,7.6,4.7,-16.7,-6.7,35.5,6.7,-19.2,31.6,0.7,-3.2,-2.8%
COc1ccc(-n2c(C)c(C(C)=O)c3cc(O)ccc32)cc1,45.0,17.9,40.1,2.1,18.7,3.2,11.3,53.0,3.4,24.6,0.1%
CC(=O)Oc1oc(-c2ccccc2)nc1/C=N/c1ccccn1,-23.4,1.0,-29.1,17.6,25.6,4.5,13.8,47.7,2.0,29.2,2.0%
CSc1sc(C(=O)O)c2c1C(=O)CCC2,25.8,6.6,7.6,0.4,17.1,1.3,4.9,4.9,1.8,-0.4,-2.0%
C=C(C)Cn1c(-c2ccc(OC)cc2)nc2ccccc21,6.1,1.8,17.1,23.3,23.4,6.8,-4.5,27.9,6.7,2.6,-3.8%
CCOc1nc(SCCOc2ccccc2)nc(N(C)C)n1,35.5,0.9,33.0,16.9,-8.2,3.2,-18.2,-29.0,2.5,-19.5,-4.8%
Cc1ccc(C2/C(=C(\O)c3ccc4c(c3)OCCO4)C(=O)C(=O)N2CCCN(C)C)o1 (stereo unspecified),14.7,6.6,31.9,0.8,38.5,4.4,-8.8,11.2,3.0,15.0,4.4%
C=CCNc1nc(C)nc(OC)n1,-72.2,4.2,-23.8,3.0,3.0,2.7,-2.1,-26.7,1.7,-7.3,-0.8%
CC(NC(=O)Nc1ncccn1)(C(F)(F)F)C(F)(F)F,-0.4,12.3,12.7,0.5,-4.6,3.8,-4.0,18.4,2.4,-14.3,-5.1%
Cc1nnc(SCc2nc3ccccc3[nH]2)s1,-26.0,6.9,-12.1,-1.3,24.3,3.6,2.2,-38.1,4.7,-0.4,-5.4%
CCCCCCOc1ccc(N2C(=O)CC(N3CCN(C(=O)c4ccco4)CC3)C2=O)cc1 (stereo unspecified),-76.3,3.1,-30.2,4.0,-29.2,2.2,-2.3,-34.6,1.9,-14.6,-1.9%
CC(C)C1=C2OC(N)=C(C#N)C(C#N)=C2C(C)CC1 (stereo unspecified),14.6,12.0,7.5,2.2,-7.3,3.3,-11.6,24.3,1.9,5.4,-3.7%
COc1ccc(C2C=C(c3ccc(Cl)cc3)Nc3nc(NC(C)=O)nn32)cc1 (stereo unspecified),-1.6,7.8,-28.3,47.6,40.1,3.7,14.3,83.0,5.6,7.6,-10.2%
CCc1c(C(=O)O)[nH]c2ccc(Br)cc12,7.8,13.0,-17.0,6.3,20.8,2.3,1.4,27.3,2.3,-2.5,2.0%
O=C1CC(c2ccco2)CC(O)=C1C=NCCN1CCN(C2CC(=O)N(c3ccccc3)C2=O)CC1 (stereo unspecified),-31.2,1.9,-26.2,11.7,-35.6,1.2,-6.8,-18.6,1.0,-23.1,-3.6%
C=C(C)C1Cc2c(C)nn(-c3nc(C)cc(C)n3)c2C1 (stereo unspecified),38.4,3.6,20.3,35.5,-1.9,1.1,7.1,40.4,3.3,9.6,-5.2%
CCOC(=O)C(CC(=O)O)N1CCCCC1 (stereo unspecified),12.7,3.2,3.7,-3.8,-36.4,2.1,10.8,39.5,3.2,11.8,-8.7%
Clc1ccccc1CN1CCc2sccc2C1,0.0,2.7,-15.6,2.8,19.5,3.4,-11.8,4.5,2.9,x,-3.2%
Cc1nn(CC(=O)NCCN2CCOCC2)c(=O)c2ccccc12,14.7,3.0,27.4,1.6,-25.8,3.2,6.1,-19.9,2.7,12.5,5.6%
CN(C)S(=O)(=O)Nc1ccc(NS(=O)(=O)N(C)C)c(S(=O)(=O)c2ccccc2)c1,-27.2,4.9,-49.6,3.2,1.9,2.3,-7.6,17.4,2.1,-14.5,10.3%
C/C(=N/n1cnnc1)c1cccnc1,32.8,12.6,-6.2,2.6,11.0,3.2,2.2,-50.9,2.2,-4.5,-11.6%
COc1ccc(C2=Nn3c(nnc3-c3ccccc3)SC2)cc1OC,-28.2,3.2,-76.6,8.9,19.4,3.5,-1.9,6.5,2.9,-26.3,5.63µM*
Cc1nc(-c2c(-c3ccc(O)cc3O)noc2C(F)(F)F)cs1,49.7,10.4,18.4,41.5,32.9,2.4,3.0,31.9,2.0,9.1,11.3%
O=c1c2c3c(sc2n2cnnc2n1Cc1ccccc1)CN(Cc1ccccc1)CC3,13.8,6.9,-2.4,70.5*,23.1,3.7,7.1,10.9,2.1,2.1,1.6%
Nc1ccc(C(=O)O)c(O)c1,-6.6&-17.5,4.8&5.5,-19.4&-11.0,-2.3&2.0,-20.1&-23.2,3.9&5.0,-17.3&-15.5,-15.1&7.1,2.5&8.2,x,-1.1%&0.6%
C=CCN(C)CCCNC(=O)/C=N/O,24.2,6.7,-14.6,-0.6,-5.3,3.9,1.4,24.0,0.7,7.3,2.4%
CSc1cc(C)nc(N(C)C(C)=O)n1,-145.9,2.0,-41.8,1.9,6.4,1.2,-7.4,16.6,2.4,-16.0,-4.8%

# Compounds shown so far containing an NH in an aromatic ring (three):
SMILES,AID772,AID772 condensed nuclei,AID772 second,A549 NSCLC growth,HT29 cell growth-1,HT29 cell growth-1 condensed nuclei,HT29 cell growth-1 ATP viability,HT29 cell growth-2,HT29 cell growth-2 condensed nuclei,HT29 cell growth-2 ATP viability,AID364
CSc1nncc(=O)[nH]1,42.8,3.1,8.2,-0.3,-17.8,1.8,10.8,-17.7,2.9,3.2,1.5%
Cc1nnc(SCc2nc3ccccc3[nH]2)s1,-26.0,6.9,-12.1,-1.3,24.3,3.6,2.2,-38.1,4.7,-0.4,-5.4%
CCc1c(C(=O)O)[nH]c2ccc(Br)cc12,7.8,13.0,-17.0,6.3,20.8,2.3,1.4,27.3,2.3,-2.5,2.0%

# (more compounds)
SMILES,AID772,AID772 condensed nuclei,AID772 second,A549 NSCLC growth,HT29 cell growth-1,HT29 cell growth-1 condensed nuclei,HT29 cell growth-1 ATP viability,HT29 cell growth-2,HT29 cell growth-2 condensed nuclei,HT29 cell growth-2 ATP viability,AID364
CCCCOc1ccc(C(=O)N2CCCC2C(=O)O)cc1 (stereo unspecified),-12.0,1.6,-23.9,1.0,-39.4,3.1,-8.5,-24.7,3.5,-12.2,-1.2%
N/C(CCN1CCOCC1)=N/O,20.3,12.9,6.7,-14.4,24.9,4.3,1.5,3.2,3.5,-16.5,13.3%
CCCSC1=C(C#N)C(c2ccc(OC)cc2)C2=C(CC(C)(C)CC2=O)N1 (stereo unspecified),-35.0,4.7,-40.0,39.1,-20.8,1.9,-13.0,41.3,5.3,-22.9,11.6%
Cc1nn(CC(=O)N2CCOCC2)c(=O)c2ccccc12,-26.3,4.2,-6.3,2.1,-14.6,4.2,-5.0,7.1,2.0,-11.7,3.9%
Cc1nnc2n(C3CCCCC3)c(=O)c3c4c(sc3n12)COC(C)(C)C4,59.2,16.9,11.4,14.6,34.6,3.1,4.7,67.5,0.6,12.3,6.5%
CCOC(=O)CSc1nc(N2CCOCC2)c2c(c1C#N)CC(C)(C)N(C)C2,48.8,3.5,9.9,13.9,6.6,1.5,2.0,4.0,1.1,-11.0,11.4%
CC(=O)OCC(=O)[C@@]1(O)CC[C@H]2[C@@H]3CCC4=CC(=O)C=C[C@]4(C)[C@@]3(Cl)[C@@H](Cl)C[C@@]21C,-50.4,2.0,-7.6,17.6,-2.8,2.9,-15.5,-41.4,2.0,x,11.4%
Cn1c(=O)c2c(nc(NCc3ccco3)n2Cc2ccc(Cl)cc2Cl)n(C)c1=O,59.0,10.0,45.5,0.5,18.6,2.3,18.7,46.0,4.6,25.6,1.5%
O=C(NCC(F)(F)F)Nc1nnc(C(F)(F)F)s1,-36.4,3.6,-54.6,17.9,-17.8,5.2,-18.3,13.9,3.6,-6.0,-6.7%
N#CCSc1nc2sc3c(c2c(=O)n1C1CCCCC1)CCCC3,56.4,21.4,76.9,25.9,55.5,10.2,32.7,56.3,5.1,49.8,-13.7%

# Arranged by the number under AID772 condensed nuclei (high to low): 5 of the compounds above.
mol	AID772 condensed nuclei
Cc1nnc2n(C3CCCCC3)c(=O)c3c4c(sc3n12)COC(C)(C)C4	16.9
N/C(CCN1CCOCC1)=N/O	12.9
Cn1c(=O)c2c(nc(NCc3ccco3)n2Cc2ccc(Cl)cc2Cl)n(C)c1=O	10.0
Cc1nn(CC(=O)N2CCOCC2)c(=O)c2ccccc12	4.2
O=C(NCC(F)(F)F)Nc1nnc(C(F)(F)F)s1	3.6

# The main list resumes, repeating the two entries before the break.
SMILES,AID772,AID772 condensed nuclei,AID772 second,A549 NSCLC growth,HT29 cell growth-1,HT29 cell growth-1 condensed nuclei,HT29 cell growth-1 ATP viability,HT29 cell growth-2,HT29 cell growth-2 condensed nuclei,HT29 cell growth-2 ATP viability,AID364
O=C(NCC(F)(F)F)Nc1nnc(C(F)(F)F)s1,-36.4,3.6,-54.6,17.9,-17.8,5.2,-18.3,13.9,3.6,-6.0,-6.7%
N#CCSc1nc2sc3c(c2c(=O)n1C1CCCCC1)CCCC3,56.4,21.4,76.9,25.9,55.5,10.2,32.7,56.3,5.1,49.8,-13.7%
CCOC(=O)N1CCN(c2ncnc3c2[nH]c2ccc(OC)cc23)CC1,13.5,9.3,-34.5,28.5,-7.2,4.0,-8.6,13.9,1.6,20.9,-1.8%
O=C(NCCc1ccccc1)/C(=N\O)c1ccccc1,12.6,4.9,-9.1,10.9,20.8,5.6,-0.1,26.5,2.5,3.1,-2.5%
CC(=O)OCC(=O)[C@@]1(OC(C)=O)[C@@H](C)C[C@H]2[C@@H]3C[C@H](F)C4=CC(=O)C=C[C@]4(C)[C@@]3(F)[C@@H](O)C[C@@]21C,8.0,2.0,-20.4,23.4,-15.3,3.8,-14.7,18.1,1.4,x,8.9%
CC(C)C(C(=O)Nc1ncn[nH]1)N1C(=O)c2ccccc2C1=O (stereo unspecified),-21.5,2.9,-15.3,-7.1,2.3,3.3,-11.3,-15.6,2.3,-28.8,1.0%
CC1(C)Cc2c(C#N)c(NCc3ccco3)nc(-c3ccco3)c2CO1,81.2,3.6,49.8,21.8,27.4,4.3,3.2,37.9,2.6,21.1,2.6%
CCOC(=O)C1CCN(c2ncnc3c2cnn3-c2ccc(OC)cc2)CC1,1.1,3.7,-22.3,4.9,-10.4,2.2,-6.5,21.7,3.8,-9.8,4.0%
CCOC(=O)C(NC=O)(NC(C)(C)C)C(=O)OCC,-6.3,5.8,-27.0,4.0,-28.5,2.6,-6.5,2.2,4.5,-9.1,0.9%
Fc1ccccc1-c1nc(NCCCN2CCOCC2)c2ccccc2n1,92.5*,14.3*,79.0*,4.0,19.2,6.0,5.6,40.0,7.2,34.1,10.0%
CC1CN(C2CCN(S(=O)(=O)c3ccccc3)CC2)CC(C)O1 (stereo unspecified),58.2,1.8,-15.1,3.9,-12.5,4.2,-15.7,-10.5,1.6,-20.1,7.8%
CN1C(=S)SC(N(O)C(=O)Nc2ccccc2)C1(C)C (stereo unspecified),-217.7,2.3,-48.9,8.8,-29.6,4.2,-1.9,-36.3,2.1,-15.2,-7.1%
S=c1[nH]nc(-c2ccccc2)n1Cc1ccccc1,-8.8,3.2,-49.1,4.8,12.5,2.1,-10.1,-40.4,2.3,-22.3,-11.3%

# A portion of the library (hit frequency here may not be typical).
